# GLP1R ag = agonists of human GLP-1 receptor. HEK293 GLP-1R CRE-luciferase, luminescence, 4-6 h; cells express a hypersensitive GLP-1R form. Potency, µM (top dose mostly 45.6 µM), without a hit: at the top dose activation, actives largely listed as activators. P43220. 0.007% of 380,000 active. AID 624172; further: potency means the concentration at half of the fitted maximal effect; % of control where 0% means no effect
# Target sequence (P43220 whole entry, looked up): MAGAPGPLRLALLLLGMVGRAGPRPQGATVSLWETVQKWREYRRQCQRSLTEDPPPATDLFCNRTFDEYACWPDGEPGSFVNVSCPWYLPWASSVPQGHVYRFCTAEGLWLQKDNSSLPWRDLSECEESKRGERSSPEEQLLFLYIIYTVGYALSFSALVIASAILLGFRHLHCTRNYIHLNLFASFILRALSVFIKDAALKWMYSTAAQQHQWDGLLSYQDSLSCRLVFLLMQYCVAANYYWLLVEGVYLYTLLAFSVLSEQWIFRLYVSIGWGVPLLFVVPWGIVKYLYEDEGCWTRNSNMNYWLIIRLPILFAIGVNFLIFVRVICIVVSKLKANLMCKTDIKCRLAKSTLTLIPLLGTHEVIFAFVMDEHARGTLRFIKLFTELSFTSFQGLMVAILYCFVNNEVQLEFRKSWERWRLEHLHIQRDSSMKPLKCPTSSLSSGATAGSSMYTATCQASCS
# GLP-1R inv ag = GLP-1 receptor (human) inverse agonism | 1.6% of 410,000 active | Potency, µM (series often up to 38.3 µM), for the others: at the top dose activity change, negative = inhibition, actives largely listed as inhibitors | HEK293 GLP-1R CRE-luciferase, luminescence, 24 h; GLP-1R form is constitutively active | P43220 | AID 624417; further: potency means the concentration at half of the fitted maximal effect; on the % scale 0 is the no-effect control and ±100 the full control effect; nearly all actives have a fitted effect of over 55% in size
#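 Cells are plated, allowed 12 hours at 37 deg C, then treated with compounds for 24 hr before luciferase detection reagent is added and luminescence is read after 12 min at room temperature. The HEK293 line carries constitutively active GLP-1R with a cAMP-responsive reporter.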
# PI5P4K alpha inh = blocks human PI5P4K alpha kinase activity; PI5P4Kalpha enzyme, ADP-Glo luminescence, 60 min; hits give low values; max response, %; 1.2% of 330,000 active; AID 652105; active means max response of -50% or lower; inconclusive means between -30% and -50%; inactive means -30% or higher; further: value at the top dose of about 77 µM; on the % scale 0 is the no-effect control and ±100 the full control effect
#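 ADP-Glo luminescence end-point after a 60 min room-temperature kinase reaction. PI5P4Kalpha and substrate in HEPES pH 7.4 buffer with EGTA, 0.1% CHAPS and 5% DMSO; ATP at 5 microM final.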
# IL2 activator = IL-2 activation; IL-2 activation reporter assay, cell-based qHTS; stimulated with anti-CD3/CD4/CD28 beads; in transgenic mouse T cells; activation, % (series mostly up to about 46 µM); 0.065% of 360,000 active; in the data active means activation above about 50%; inconclusive means mostly about 30% to 49%; further: 0% is about no effect
#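 Unstimulated transgenic mouse T cells, 750 per well, received compound and, after 60 minutes, anti-CD3/anti-CD4 bead plus anti-CD28 stimulation. EGFP and DsRed were quantified after 18 hours.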
# HEK293 tox = cytotoxicity in counter-screen for GLP-1R inverse agonists; Potency, µM (series often up to 38.3 µM), for the others: at the highest dose activity change, negative = inhibition, hits mostly inhibitors; 0.13% of 410,000 active; HEK293 cAMP-luciferase reporter cells, luminescence, 24 h; AID 624418;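 further: loss of luciferase light is scored as toxicity; potency means the concentration at half of the fitted maximal effect; on the % scale 0 is the no-effect control and ±100 the full control effect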
#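 A 23 nL compound transfer followed 12 hours of cell culture at 37 deg C; exposure then lasted 24 hr. Luciferase assay detection reagent was dispensed and plates read for luminescence after a 12 min room-temperature wait.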
# PTHR1 agonist = agonists of human PTHR1 parathyroid hormone receptor; Q03431; HEK293 GP2 PTHR1 cells, GloSensor cAMP luminescence, 1 h; Potency, µM (titrated, usually from 115 µM), for inactives: at the highest dose activation, usual class: activators; 0.075% of 410,000 active; further: potency means the concentration at half of the fitted maximal effect; nearly all actives have a fitted effect of over 55% in size; some results filed as inactive show a strong effect at the top dose; inactives centre near -15; many of its hits are not listed in these tables
#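 HEK-293-derived GP2 cells expressing PTHR1 and a GloSensor cAMP reporter, 3,000/well, plated overnight, given luciferin plus IBMX (each 0.5 mM as added) for 1 h at 37 °C, then compound for 1 h at 37 °C. Luminescence was read after 15 min at room temperature.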
# EPAC1 agonist = activates human EPAC1 exchange factor. EPAC1 agonist qHTS, biochemical assay; response scale: 100% = response to 6.5 mM cAMP. AID 720707. Potency, µM (doses to about 154 µM), without a hit: at the highest dose activation, usual class: activators. O95398. 0.073% of 360,000 active; further: potency means the concentration at half of the fitted maximal effect; nearly all actives have a fitted effect of over 60% in size
#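 Compounds were pinned as a concentration titration into mixtures of EPAC1 (100 nM), BODIPY-GDP-loaded Rap1B (250 nM) and GDP (50 uM). After 5 min at room temperature, fluorescence was followed for 30 min; activity was scaled to 6.5 mM cAMP.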
# PLK1 PBD inh = PLK1 (human) polo-box domain binding inhibition | Plk1 PBD binding of FITC phosphopeptide, fluorescence polarization | AID 720504 | 2.8% of 360,000 active | Potency, µM, for inactives: max response, negative = inhibition, most hits filed as inhibitors | P53350; further: potency means the concentration at half of the fitted maximal effect; series mostly up to about 57 µM; on the % scale 0 is the no-effect control and ±100 the full control effect; nearly all actives have a fitted effect of over 65% in size
# Target sequence (P53350 whole entry, looked up, the tested form may be a part): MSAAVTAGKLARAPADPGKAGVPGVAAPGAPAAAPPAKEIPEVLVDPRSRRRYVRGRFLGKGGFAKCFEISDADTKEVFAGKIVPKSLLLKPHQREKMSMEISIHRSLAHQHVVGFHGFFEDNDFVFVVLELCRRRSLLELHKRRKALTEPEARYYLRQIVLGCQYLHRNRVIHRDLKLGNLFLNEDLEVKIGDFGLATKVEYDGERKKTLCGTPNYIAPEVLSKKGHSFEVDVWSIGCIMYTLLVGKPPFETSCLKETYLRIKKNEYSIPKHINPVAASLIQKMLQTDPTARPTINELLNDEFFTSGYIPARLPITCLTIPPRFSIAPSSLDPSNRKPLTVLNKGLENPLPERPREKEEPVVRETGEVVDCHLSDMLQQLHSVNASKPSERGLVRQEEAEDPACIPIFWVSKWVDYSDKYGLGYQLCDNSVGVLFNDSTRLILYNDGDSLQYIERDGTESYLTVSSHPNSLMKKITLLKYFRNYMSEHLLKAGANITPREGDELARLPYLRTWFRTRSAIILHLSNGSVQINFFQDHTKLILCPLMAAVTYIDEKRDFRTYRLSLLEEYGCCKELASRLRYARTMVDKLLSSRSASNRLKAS
# EPAC1 antag = blocks human EPAC1 exchange factor; O95398; EPAC1 GEF assay, Rap1b-BODIPY-GDP exchange fluorescence; Potency, µM (doses to about 115 µM), for the others: at the top dose activity change, negative = inhibition, usual class: inhibitors; 0.14% of 360,000 active;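 further: potency means the concentration at half of the fitted maximal effect; plate controls were vehicle for no effect and positive control for full effect; nearly all actives have a fitted effect of over 50% in size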
# The depositor's hits bear a star; i = inactive; ? = inconclusive; . = no result given; & = joins results of further samples; [ ] = dose if it differs, or a comment. Unless noted, the call rests on the fitted dose curve; in most records, active means well fitted curve in the direction sought with a large enough effect; inconclusive means small, poorly fitted or top-dose-only effect, or another doubt; inactive means no such curve, though single readings can be large; an effect the other way counts as inactive or inconclusive. The list is partial; rates above refer to the full screens.
# Under each structure: GLP1R ag, GLP-1R inv ag, PI5P4K alpha inh, IL2 activator, HEK293 tox, PTHR1 agonist, EPAC1 agonist, PLK1 PBD inh, EPAC1 antag
> COc1ccccc1C1CCN(Cc2ccccc2Cl)CC1
  1%, ?, 6, -5.7, 0%, i, 13%, 2%, 8%
> CC1(C(=O)Nc2ccc3c(c2)OCO3)Cc2c(-c3ccc4c(c3)OCO4)ccnc2O1 (configuration not stated)
  ?, ?, 0, 0.9, ?, i, -10%, -1%, 7%
> CSc1cc(-c2ccccc2)n(Cc2ccc(Cl)cc2Cl)c(=O)c1C#N
  -4%, 2%, -29, -1.9, -2%, -19%, -6%, 3.4µM*, 7%
> COC(=O)c1ccc2[nH]c(C(C)(C)O)c(C)c2c1
  11%, -9%, -1, -0.3, -1%, -15%, -7%, -5%, -3%
> CN(c1ccc(OCC(=O)NC2=NCCS2)cc1)S(=O)(=O)c1ccc(F)cc1
  1%, -22%, -2, -3.9, -1%, i, 7%, 1%, -6%
> O=C(CSc1nc(-c2ccccc2)cs1)NCCN1C(=O)CSC1=O
  1%, 16%[7.66 µM], 1, 0.2, 5%[7.66 µM], i, -1%, -2%, 13%
> CCn1cc(C(=O)N2CCN(c3cccc(C)c3C)CC2)c2cc(OC)c(OC)cc2c1=O
  7%, 3%, ., ., -13%, -29%, ., ., .
> Fc1ccc(-c2csc(-c3ccccn3)n2)cc1F
  -3%, 4%, -8, -0.3, 5%, -35%[inhibitor], -15%, -18%, -5%
> O=C(CN1CCN(C(=O)c2cncn2-c2ccc(F)cc2)CC1)Nc1ccccc1C(F)(F)F
  0%, 11%, 1, -1.1, 6%, i, -14%, -3%, -6%
> C=CCNC(=O)CSc1nc2cc(C(=O)OCC)ccc2n1CC
  3%, 0%, ., -0.7, -6%, i, 5%, -3%, 12%
> COc1ccccc1CNc1nc(NCc2ccccc2)nc2ccsc12
  0%, ?, ., -0.7, -5%, i, -6%, -1%, -14%
> COC(=O)c1c(-c2ccc(OC)cc2)oc2ccc(-c3cc(OC)c(OC)c(OC)c3)cc12
  15%, 9%, 8, 0.7, 6%, 5%, -18%, 0%, -17%
> O=C(CSc1ncccn1)Nc1cc(Cl)ccc1[N+](=O)[O-]
  5%, 23%, -7, 3.5, -11%, i, 3%, -1%, -14%
> Nc1c(C(=O)NC2CCCCC2)nsc1C(=O)OCC(=O)NC1CCCCC1
  3%, 3%, 2, -2.3, 2%, -2%, -2%, -3%, 20%
> CCCCCCCC(=O)OCC(O)CO (configuration not stated)
  11%&-2%, 1%, 20, -0.3, 5%, -24%, -1%, -7%, -4%
> COC(=O)[C@@]1(C)[C@H]2C(=O)N(C)C(=O)[C@H]2[C@H]2CN(C)C(=NC3CCCCC3)N21
  1%, 5%, 3, 0.3, 1%, i, -16%, -4%, 7%
> O=C(Nc1cccc(C(F)(F)F)c1)C(SCCO)c1ccccc1 (configuration not stated)
  -1%, ?, 4, -0.8, -3%[1.53 µM], -15%, 8%, 4%, 12%
> O=C1/C(=C/c2cccnc2)CCC/C1=C\c1cccnc1
  -24%, ?, 0, -3.9, ?, i, 2%, -13%, 0%
> O=C(NCc1ccccn1)Nc1cccc(Cl)c1
  -2%, 8%, ., -1.4, 6%, -5%[57.5 µM], 4%, -4%, -9%
> O=C(NC1CC1)C1=C[C@H](c2ccc3c(c2)OCO3)C[C@H](OCc2ccc(CO)cc2)O1
  10%, 2%, -1, 1.8, -16%, i, -1%, -4%, -9%
> O=C(O)c1[nH]c2ccc(Cl)cc2c1CCN1C(=O)c2ccccc2C1=O
  7%, -18%, 1, 0.0, 4%, i, 7%, -13%, 6%
> O=C(C=C(C(=O)c1ccccc1)c1ccccc1)c1ccccc1
  13%, 8.9µM*, -2, -0.3, -3%, -7%, 17%, -11%, -5%
> O=C(COc1cccc(F)c1)N1c2ccccc2Sc2ccccc21
  10%, 0%, 11, -4.2, 1%, i, 2%, -5%, 4%
> COc1cnc(SCCC(F)=C(F)F)[nH]c1=O
  1%, 0%, -1, -0.6, 6%, 15%, -6%, -8%, -4%
> Cc1cc(F)ccc1NC(=O)C1CCCN(S(=O)(=O)c2ccc3c(c2)CCCC(=O)N3)C1 (configuration not stated)
  19%, 7%, ., ., -11%, -17%, ., ., .
> Cc1ccc(C)c(NC(=O)c2nnn(Cc3ccccc3C)c2N)c1
  -1%, -21%, 0, -2.0, -9%, -8%[57.5 µM], 14%, -6%, -3%
> CCCc1ccc(OCCNC(=O)c2ccccc2Br)cc1
  9%, ?, 1, 1.3, -20%, -5%, 1%, -2%, -16%
> Cc1cc(C)n(C)c(=O)c1C#N
  5%, -2%, 2, 0.0, 4%, -17%, -14%, -7%, -16%
> CC(C)CNC(=O)CC(c1ccccc1)c1c(O)ccc2ccccc12 (configuration not stated)
  -6%, ?, -1, 1.0, -11%, -6%, 0%, -1%, -14%
> Cc1cc(Cl)ccc1OCCCC(=O)OCC(=O)Nc1cccc(S(N)(=O)=O)c1
  -4%, -5%, 8, -0.7, -1%, -1%, 10%, 0%, -7%
> NC(=N\N=Cc1ccco1)/C(N)=N/N=Cc1ccco1
  7%, 12%, -27, -0.1, -8%, i, 6%, -7%, 3%
> CC(=O)Nc1cccc(C(=O)OC(C)C(=O)Nc2ccc(S(=O)(=O)N3CCCC3)cc2)c1 (configuration not stated)
  -4%, 25%, 0, -0.8, -6%, i, -6%, 6%, 4%
> N#Cc1cc2c(nc1SCC(=O)Nc1sc3c(c1C#N)CCC3)CCCC2
  1%, 30%[activator], -12, -1.8, 3%, -17%[57.5 µM], 7%, -9%, 12%
> CSc1ccc(C#N)cc1NC(=O)c1ccccc1
  11%, 2%, 3, -0.4, 3%, -4%, 1%, 8%, 4%
> CC(/C=C/c1ccccc1)=N/NC(=O)CCC(=O)Nc1ccccc1C
  0%, -1%, -10, 0.1, -5%, -16%, -1%, -13%, -7%
> Cc1nc2c3ccccc3n(Cc3ccccc3F)c2s1
  26%, ?, 1, -4.2, -4%, -22%, 7%, -8%, -15%
> CN(CC(=O)Nc1ccc(C#N)cc1)Cc1ccc(Cl)cc1Cl
  1%, ?, 5, -2.9, -10%, i, 15%, 2%, -2%
> O=C(NC(=S)N1CCN(c2nc(-c3ccccc3)cs2)CC1)c1cncc(Br)c1
  -2%, ?, -13, 0.8, ?, -32%[inhibitor], 19%, ?, 1%
> COC(=O)c1ccc(Cc2ccccc2)o1
  4%, 0%, -1, -3.7, -11%, i, 5%, -8%, 1%
> CC(=O)N1c2ccc(S(=O)(=O)N(C)Cc3ccco3)cc2CC1C (configuration not stated)
  2%, 35%, 3, -3.6, -4%, -21%, 0%, -13%, ?
> CC1=C(C(=O)OC(C)C)C(C)C(C(=O)OC(C)C)=C(C)N1
  4%, -20%, ., -2.0, 3%, -32%[inhibitor], -3%, 1%, -15%
> COCc1cn(CC(=O)c2sc(NC(=O)C(C)(C)C)nc2C)nn1
  -4%, 9%, 2, 0.4, -1%, -10%, 5%, -3%, -21%
> COc1cccc(C(=O)Nc2ccc(C)cc2)c1
  5%, ?, ., -2.7, -7%, -24%[57.5 µM], -4%, 1%, 7%
> C#CCNS(=O)(=O)c1ccc(F)cc1Br
  2%, 17%, -3, 0.7, 11%, i, -26%, -3%, -2%
> Cc1nn(C)cc1CN(C)C(=O)c1cc(-c2ccccc2)nc2ccc(Br)cc12
  9%, ?, -1, -4.1, -22%&-24%, -10%, -2%, 3%, 0%
> C=CCOc1cccc(C2/C(=C(\O)c3ccc4c(c3)OCCO4)C(=O)C(=O)N2Cc2cccnc2)c1 (configuration not stated)
  9%, -11%, 9, -3.3, 5%, -9%, 8%, -9%, 4%
> Cc1ccc(CNC(=O)c2cc3sccc3n2Cc2ccc(Cl)cc2)cc1
  -1%, -27%, ., ., 8%, 12%, ., ., .
> Cc1c(Cl)cc(C(C)C)c(O)c1CN1CCOCC1
  2%, ?, 38, -4.9, 14%, -6%, -4%, -5%, -15%
> O=C(O)c1ccc(N=N/C(=N\Nc2ccc(C(=O)O)cc2)c2ccccc2)cc1
  -2%, 26%, -80*, -0.3, -10%, -17%, 10%, -16%, -18%
> COc1ccc(-c2cc3nc(N)cc(=O)n3[nH]2)cc1
  9%, 1%, ., ., -2%, -18%, ., ., .
> O=C(CSc1nc(O)cc(=O)n1-c1ccccc1)Nc1ccc(Br)cn1
  -1%, 71%[activator], -19, 1.8, 7%, ?, -13%, -24%, ?
> COc1ccc(C2CC(C(F)(F)F)n3ncc(C(=O)NCC4CCCO4)c3N2)cc1OC (configuration not stated)
  ?, 153%[activator], -5, -0.3, -5%, i, 0%, -2%, 10%
> CC1(C)CC(=O)c2cc(OCC(=O)O)ccc2O1
  -5%, 2%, ., -0.4, 17%, i, -2%, -5%, -10%
> Cc1cc(C)c(S(=O)(=O)N2CCCC2=O)c(C)c1N(C)S(C)(=O)=O
  -3%, -3%, -2, 0.7, -6%, -22%, 4%, 3%, -3%
> O=C(CSc1ncc(-c2ccc(F)cc2)[nH]1)N1CCCCC1
  -1%, 0%, ., 3.7, 9%, i, -3%, -14%, 7%
> Cc1cccc(NC(=O)c2cccc(C(=O)Nc3cccc(C)c3)c2)c1
  3%, 4%, 3, 1.2, 6%, 2%, 14%, -7%, 3%
> COc1ccc(CNC(=O)CN2CCN(C(c3ccccc3)c3ccccc3)CC2)cc1
  17%, 13µM*, 0, -1.6, -14%, -2%, 13%, -13%, -12%
> Cc1[nH]nc2c1C(c1cccc(O)c1)C1=C(CC(C)(C)CC1=O)N2 (configuration not stated)
  1%, ?, -11, -0.1, 6%, -20%[57.5 µM], 12%, 2%, 10%
> CS(=O)(=O)c1ccc2nc(NC(=O)c3ccc(N4CCCC4=O)cc3)sc2c1
  8%, 22%, 0, -3.2, -2%, -1%, 1%, 7%, -13%

# Compound activity deposited in PubChem by National Center for Advancing Translational Sciences (NCATS).
